# Bioassay records as filed in PubChem BioAssay.
# p53null 32C tox – qHTS Screen for Compounds that Selectively Target Cancer Cells with p53 Mutations: Cytotoxicity of p53 Null Cells at the Permissive Temperature. hit rate 0.62% among 55,000. Potency, µM (doses to about 46.1 µM), for inactives: at the highest dose activity change, negative = cytotoxicity, usual class: cytotoxic. H1299-neo p53 null cells, ATP luminescence, 24 h, 32C;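 note: potency is the fitted concentration of half-maximal effect; 0% = DMSO only and -100% = full killing by 100 µM tamoxifen; nearly all actives have a fitted effect of over 55% in size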
#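 Overnight 37C seeding (600 cells/well) of H1299-neo preceded a 24 hr, 32C exposure to compounds up to 46 uM. ATP levels, read by luminescence after 20 min at RT, indicated surviving cells.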
# GALK inhibitor – qHTS Assay for Inhibitors of Human Galactokinase (GALK): NCGC Sytravon Library Screen; Potency, µM (doses to about 57.5 µM), for inactives: at the top dose activity, negative = inhibition, most hits filed as inhibitors; 44,000 tested, under 10 active; recombinant GALK, Kinase-Glo ATP luminescence, 1 h; P51570; AID 1347072, 2019;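 note: plate controls were full GALK reaction for no effect and reaction lacking GALK for full effect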
#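 Compounds were pinned into ATP buffer, then GALK-galactose mix was added (final 5 nM enzyme, 35 uM ATP, 100 uM galactose, pH 8.0). After 1 h at room temperature, Kinase-Glo Plus was added and luminescence read.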
# NTMT1 inhibitor – Primary qHTS for Inhibitors of N-terminal methyltransferase 1 (NTMT1): MTaseGlo Assay; N-terminal Xaa-Pro-Lys N-methyltransferase 1 (Homo sapiens), Q9BV86; NTMT1 MTase-Glo SAH luminescence, purified enzyme; Potency, µM (top dose mostly 114 µM), inactives show at the highest dose activity change, negative = inhibition, usual class: inhibitors; hit rate 2.5% among 59,000; AID 1645870, 2021;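 note: potency is the fitted concentration of half-maximal effect; plate controls were DMSO vehicle for no effect and no enzyme for full effect; nearly all actives have a fitted effect of over 65% in size; many of its hits are not listed in these tables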
# p53null 39C tox – qHTS Screen for Compounds that Selectively Target Cancer Cells with p53 Mutations: Cytotoxicity of p53 Null Cells at the Nonpermissive Temperature; Potency, µM (titrated, usually from 46.1 µM), for the others: at the highest dose activity, negative = cell killing, most hits filed as cytotoxic; AID 904, 2007; hit rate 0.97% among 55,000; H1299 p53-null (neo) cells, 39C, ATPlite viability, 24 h;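 note: potency is the fitted concentration of half-maximal effect; 0% = DMSO only and -100% = full killing by 100 µM tamoxifen; nearly all actives have a fitted effect of over 50% in size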
#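 Concentration-response (up to 46 uM) was run for 24 h at the nonpermissive 39C on H1299-p53A138V or H1299-neo cells. ATP content was measured with ATPlite luminescence. AC50 values were Hill-modeled after normalizing between DMSO and 100 uM tamoxifen killing.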
# FH mod – Identification of activators of human fumarate hydratase by quantitative high-throughput screening. Fumarate hydratase, mitochondrial (Homo sapiens), P07954. FH coupled MDH/diaphorase resazurin fluorescence, 15 min. Potency, µM (series often up to 79.9 µM), without a hit: at the top dose activity change, negative = inhibition, usual class: inhibitors. hit rate 0.22% among 54,000. AID 1347055, 2019; note: potency is the fitted concentration of half-maximal effect; % is set by controls: 0 for no effect and ±100 for the full control effect; the screen sought activators but most active calls are inhibition curves; nearly all actives have a fitted effect of over 45% in size
# Target sequence (P07954 whole entry, looked up): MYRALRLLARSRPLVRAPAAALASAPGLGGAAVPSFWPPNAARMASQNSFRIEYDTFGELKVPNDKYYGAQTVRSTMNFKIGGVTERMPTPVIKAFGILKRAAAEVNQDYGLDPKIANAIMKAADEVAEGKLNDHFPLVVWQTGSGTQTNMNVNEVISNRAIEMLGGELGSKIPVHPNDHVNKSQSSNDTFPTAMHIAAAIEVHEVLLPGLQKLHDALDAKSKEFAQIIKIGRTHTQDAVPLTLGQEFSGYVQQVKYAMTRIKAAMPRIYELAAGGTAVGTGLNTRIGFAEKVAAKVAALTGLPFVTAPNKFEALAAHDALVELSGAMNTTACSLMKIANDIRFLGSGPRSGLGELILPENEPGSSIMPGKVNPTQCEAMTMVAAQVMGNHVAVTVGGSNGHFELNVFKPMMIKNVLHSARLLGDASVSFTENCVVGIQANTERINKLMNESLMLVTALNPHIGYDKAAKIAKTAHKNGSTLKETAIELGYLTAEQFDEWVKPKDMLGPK
# PTAP-TSG101 blk – qHTS Validation Assay for Inhibitors of HIV-1 Budding by Blocking the Interaction of PTAP/TSG101: Sytravon Library Screen; Tumor susceptibility gene 101 protein (Homo sapiens), Q99816; Fluorescence polarization, FITC-PTAP peptide/Tsg101, 20 min; Potency, µM (doses to about 115 µM), for the others: top-dose activity change, negative = inhibition, actives largely listed as inhibitors; 44,000 tested, under 10 active; AID 1347069, 2019; note: potency is the fitted concentration of half-maximal effect; 0% is about no effect
#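 The Tsg101 binding domain, at 10 uM final, is mixed with compound and a FITC peptide bearing the PTAP motif (50 nM final). After 20 min at r.t., polarization is measured; actives defined by CRC class, efficacy cut-off 60% inhibition.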
# B2AR arrestin ag – qHTS assay of beta-arrestin-biased ligands of beta2-adrenergic receptor: NCGC Sytravon Library Screen; HTLA Tango cells, beta-arrestin recruitment, luciferase luminescence, 18 h; Potency, µM (top dose mostly 46.1 µM), without a hit: top-dose activation, most hits filed as activators; 44,000 tested, under 10 active;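 note: potency is the fitted concentration of half-maximal effect; 0% = DMSO and full agonism = EC100 isoproterenol or metaproterenol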
# Target sequence (P07550 whole entry, looked up): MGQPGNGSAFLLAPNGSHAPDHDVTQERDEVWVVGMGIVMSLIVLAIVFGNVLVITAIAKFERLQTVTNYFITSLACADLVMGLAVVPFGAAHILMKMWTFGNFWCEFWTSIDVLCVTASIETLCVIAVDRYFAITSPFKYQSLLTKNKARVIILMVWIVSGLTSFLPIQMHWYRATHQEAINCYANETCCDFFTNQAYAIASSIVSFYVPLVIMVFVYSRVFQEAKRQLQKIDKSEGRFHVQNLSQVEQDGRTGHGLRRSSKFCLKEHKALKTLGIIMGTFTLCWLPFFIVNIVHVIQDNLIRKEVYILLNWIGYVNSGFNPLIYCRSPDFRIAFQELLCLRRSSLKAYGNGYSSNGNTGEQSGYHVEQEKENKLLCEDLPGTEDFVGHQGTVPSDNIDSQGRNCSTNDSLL
#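 Tango cells (recombinant beta2-AR, beta-arrestin, tTA-driven luciferase), 1500/well in DMEM 1% FBS, treated 18 h at 37 °C with compounds up to 46 µM; luciferin mix added, luminescence read after 15 min; %activity curves fitted and curve-classed.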
# Numbers without * were called inactive; ? = inconclusive; · = not tested or not shown; [ ] = dose if it differs, or a comment. Calls come from the whole dose curve; as a rule, active = well fitted curve in the direction sought with a large enough effect; inconclusive = small, poorly fitted or top-dose-only effect, or another doubt; inactive = no such curve, though single readings can be large; an effect the other way counts as inactive or inconclusive.
SMILES,p53null 32C tox,GALK inhibitor,NTMT1 inhibitor,p53null 39C tox,FH mod,PTAP-TSG101 blk,B2AR arrestin ag
COc1ccc(-c2oc3ncn4nc(-c5ccccc5Br)nc4c3c2-c2ccc(OC)cc2)cc1,5%,0%,?,-2%,-17%,-3%,0%
COc1cccc(C(=O)Nc2nc(-c3nnn(-c4ccccc4C(F)(F)F)c3C)ns2)c1,48%[activator],-2%,14%,?,1%,0%,0%
O=S(=O)(Nc1ccc(-c2ccc(N3CCCC3)nn2)cc1)c1ccc(C(F)(F)F)cc1,11%,0%,·,7%,·,-2%,2%
CCC1CCCCN1C(=O)Cn1c(=O)n(-c2ccccc2C(F)(F)F)c(=O)c2c(C)c(C(=O)N(C)C)sc21 (centres undefined),-4%,-6%,23%,-14%,-6%,2%,-2%
CCOc1ccccc1NC(=O)CSc1nc2cc(OC)c(OC)cc2c2nc(CCn3c(C)nc4ccccc43)nn12,-12%,0%,2%,?,0%,0%,0%
CCOc1ccccc1NC(=O)Cn1c(=O)n(Cc2ccc(C(=O)NCCCOC)cc2)c(=O)c2ccccc21,7%,3%,-18%,17%,-35%,4%,-2%
COc1ccc(NC(=O)c2oc3ccccc3c2NC(=O)c2cc3ccccc3o2)cc1,?,7%,1%,?,-23%,0%,0%
Cc1cc(C)cc(N2C(=O)CCSC23C(=O)N(Cc2ccccc2)c2ccccc23)c1 (centres undefined),9%,2%,14%,10%,-9%,-3%,2%
O=C(NCc1ccccc1)c1cc2ccccc2o1,-5%,-10%,-2%,17%,3%,-4%,-1%
COc1ccc(-c2c3c(=O)n(C)c(=O)n(C)c3c3c(C)nc4ccccc4n23)cc1,-4%,0%,-1%,-11%,9%,-6%,1%
O=C(NCc1ccccc1F)c1ccc(CN2CC(=O)N3CCCCC3C2=O)cc1 (centres undefined),-2%,0%,10%,13%,-13%,0%,0%
COc1ccc(N(C(=O)c2cc(OC)c(OC)c(OC)c2)S(=O)(=O)c2ccc(C)cc2)cc1,15%,2%,2%,2%,?,1%,0%
CCOC(=O)N1CCC(NC(=O)c2ccc3c(c2)N(Cc2cc(C)ccc2C)C(=O)c2ccccc2S3=O)CC1 (centres undefined),0%,9%,7%,7%,-26%,3%,-1%
COc1ccc(C2=C(N3CCN(c4cccc(C)c4C)CC3)c3ccccc3C2=O)cc1,-8%,2%,·,-4%,·,-8%,-1%
O=C(Nc1ccc(F)cc1)N1CCN(c2ccccc2F)CC1,-6%,1%,16%,-25%,3%,0%,-1%
CCN(CCCNC(=O)c1cc2cc3ccc(OC)cc3nc2s1)c1ccccc1,-14%,-5%,89µM*,?,8%,-1%,0%
O=C1CN(C(=O)C2CCCCC2)C(c2ccccc2)c2cc(F)ccc2N1 (centres undefined),6%,-3%,-5%,3%,1%,-4%,0%
CCOc1ccccc1CNC(=O)c1ccc2nc(CCc3ccccc3)oc2c1,-8%,2%,17%,17%,4%,6%,1%
Cc1ccc(CSC2=Nc3ccccc3C3=NC(CC(=O)NCc4ccc5c(c4)OCO5)C(=O)N23)cc1 (centres undefined),23%,-5%,?,-6%,?,0%,7%
O=C(c1ccc2c(c1)N(Cc1ccccc1)C(=O)c1ccccc1S2(=O)=O)N1CCc2ccccc21,-5%,9%,-2%,-23%,-10%,-4%,-2%
CCOC(=O)c1ccc(NC(=O)CSc2ccc(-c3sc(C)nc3C)nn2)cc1,-4%,0%,-14%,10%,-1%,-1%,?
Cc1ccc(Nc2nc(N)nc(CSc3nc4ccccc4s3)n2)cc1,14%,0%,5%,?,-21%,-14%,-2%
Cc1cc(C)c(OCC(=O)N(Cc2ccc(N(C)C)cc2)Cc2ccco2)c(C)c1,15%,2%,2%,31%[activator],-16%,0%,0%
CC(NC(=O)C1CCN(C(=O)N2CCOc3ccc(Cl)cc32)CC1)c1ccccc1 (centres undefined),-4%,2%,-7%,-2%,3%,-4%,0%
O=C(Nc1ccc(N2CCN(c3ccc(F)cc3)CC2)c(C(=O)O)c1)c1cccs1,3%,-7%,89µM*,9%,-12%,2%,-1%

# Looked up above.
# Result for `Cc1cc(C)cc(N2C(=O)CCSC23C(=O)N(Cc2ccccc2)c2ccccc23)c1` (centres undefined) in NTMT1 inhibitor: 14%
# Result for `COc1ccc(N(C(=O)c2cc(OC)c(OC)c(OC)c2)S(=O)(=O)c2ccc(C)cc2)cc1` in p53null 32C tox: 15%

# Next structures.
SMILES,p53null 32C tox,GALK inhibitor,NTMT1 inhibitor,p53null 39C tox,FH mod,PTAP-TSG101 blk,B2AR arrestin ag
Cc1ccc(C(C)C)c(OCCCn2c(=O)oc3ccccc32)c1,0%,0%,-4%,-4%,-14%,-6%,-3%
Cc1ccc2nc(Cl)c3cc(C(=O)N4CCCCC4C)sc3c2c1 (centres undefined),-12%,7%,?,-7%,-23%,-1%,-2%
Cc1csc2nc(COC(=O)COc3ccccc3F)cc(=O)n12,-4%,2%,-8%,-2%,29%,0%,0%
Cc1nc2c(C(=O)NCc3ccccc3Cl)cnn2c(C)c1Cc1c(F)cccc1Cl,-2%,1%,27%,67%[activator],-14%,-6%,2%
O=C(Cn1ncc2c([nH]c3ccccc32)c1=O)NCC1CCN(Cc2ccc(F)cc2)CC1,-4%,1%,-1%,-5%,2%,-4%,1%
COc1cc(NC(=O)CSc2nc(-c3cccs3)cc(C(F)(F)F)n2)cc(OC)c1OC,-2%,0%,-18%,-21%,-11%,-5%,0%
O=C(CSc1nc2ccccc2nc1Cc1ccccc1)N1CCCCC1,45%[activator],-1%,-3%,22%,?,0%,0%
Cc1ccc(N2CCN(C(=O)c3ccc4c(Cl)c5c(nc4c3)CCCC5)CC2)c(C)c1,0%,10%,4%,-28%,-4%,-12%,-1%
CCOC(=O)c1ccc(OC(=O)c2cn(-c3cccc(OC)c3)c(=O)c3ccccc23)cc1,-5%,1%,1%,-22%,-9%,-5%,-1%
Cc1ccccc1Nc1nnc(-c2ccc(C)c(S(=O)(=O)N3CCCCC3)c2)c2ccccc12,9%,1%,·,26%,·,-4%,-2%
COc1cccc(CN2CCCN(CC(=O)Nc3ccc4c(c3)OCCO4)S2(=O)=O)c1,2%,-1%,9%,-4%,-6%,-1%,-1%
COc1ccc(CNC(=O)CSc2nc3ccsc3c(=O)n2Cc2ccccc2Cl)cc1,20%,0%,-5%,-13%,-1%,-2%,0%
COc1ccccc1CNC(=O)Cc1c(C)c2c(cc(C)c3c(C)c(C)oc32)oc1=O,-14%,1%,-7%,-2%,-1%,-6%,1%
Cc1ccc(SCC(=O)Nc2ccc3oc(-c4ccc(F)cc4)nc3c2)cc1,-12%,-1%,1%,?,2%,5%,-4%
CCC(Sc1nc2ccncc2[nH]1)C(=O)Nc1cc(Cl)ccc1C (centres undefined),3%,7%,5%,-7%,-19%,-12%,-2%
Cc1oc2ncn(CC(C)C)c(=O)c2c1C(=O)NCc1cccc(Cl)c1,18%,1%,2%,-4%,-13%,0%,1%
COc1cccc(-c2nc3c(c(SCC(=O)Nc4cc(C)ccc4C)n2)Cc2c(CO)cnc(C)c2O3)c1,7%,?,-1%,-16%,0%,-8%,-1%
NS(=O)(=O)c1ccc(NC(=O)CN2CCN(c3ccc(F)cc3)CC2)cc1,-6%,-3%,-16%,9%,3%,-5%,0%
CC(C)(C)NC(=O)c1cnn(-c2ccccc2)c1C1CCN(C(=O)OC(C)(C)C)CC1,-5%,1%,3%,-17%,3%,-1%,?
CCN(c1ccccc1)c1nnc(NC(=O)Nc2cccc(Cl)c2C)s1,3%,-2%,4%,28%,3%,0%,-3%
Cc1ccc2c(=O)c(C(=O)c3cccc(Cl)c3)cn(CC(=O)Nc3ccc4c(c3)OCCO4)c2n1,3%,0%,-4%,-22%,-5%,29%,1%
CCOC(=O)c1cc(C)n(CC2CCC(C(=O)Nc3ccc(OCC)cc3)CC2)c1C (centres undefined),1%,1%,·,13%,·,4%,0%
Cc1nn2c(=O)cc(COC(=O)Cc3ccccc3)nc2s1,-4%,1%,9%,12%,-12%,2%,-1%
CCCCNC(=O)c1cnc2sc(N3CCCCCC3)nn2c1=O,0%,-1%,-1%,-8%,-16%,4%,-1%
COc1cccc(CNC(=O)CN2C(=O)CSc3c2c(C)nn3-c2ccccc2)c1,3%,0%,21%,12%,-3%,1%,1%
# The list goes on.
SMILES,p53null 32C tox,GALK inhibitor,NTMT1 inhibitor,p53null 39C tox,FH mod,PTAP-TSG101 blk,B2AR arrestin ag
CCSc1nn(CC(=O)Nc2cccc(CC)c2)c(N)c1S(=O)(=O)c1ccccc1,-28%,-3%,-5%,28%,?,0%,0%
COCCCNc1ncnc2c1nnn2C,5%,?,-2%,3%,-29%,0%,0%
O=C(NCc1ccccc1Cl)c1ccc(Cn2c(=O)c3cccn3c3cccnc32)cc1,0%,1%,?,-12%,10%,-2%,2%
COc1cccc(COC(=O)c2ccc(-c3nnn(Cc4cccc(OC)c4)n3)cc2)c1,2%,8%,-1%,-21%,-13%,-12%,0%
COc1ccccc1OCCn1cc(C(=O)c2cccs2)c2ccccc21,14%,2%,4%,-9%,-10%,2%,0%
COc1ccc(NC(=O)CSC2=Nc3ccccc3C3=NC(CCC(=O)NCCc4ccccc4)C(=O)N23)cc1 (centres undefined),2%,-1%,-12%,2%,5%,-4%,0%
Cc1ccc(S(=O)(=O)c2nc(-c3cccs3)oc2SC(C)C)cc1,12%,5%,25%,15%,-16%,-1%,1%
CCOc1ccc(NC(=O)Cc2csc(COc3cccc(C)c3)n2)cc1,0%,0%,9%,-18%,-15%,-4%,-3%
CCCCCOc1ccc(Cn2c(=O)oc3ccccc32)cc1,-6%,8%,0%,-8%,-1%,2%,-3%
CN1C(=O)Cc2cc(S(=O)(=O)CCC(=O)N3CCN(c4ccccc4F)CC3)ccc21,0%,-2%,-16%,3%,-11%,7%,1%
CCc1ccc(S(=O)(=O)c2cn(C)c3cc(N4CCOCC4)c(F)cc3c2=O)cc1,-10%,3%,0%,-12%,2%,-3%,0%
CN(Cc1ccccc1)C(=O)CSc1nnc(-c2cccc(Cl)c2)o1,4%,-3%,-5%,15%,-30%,-8%,-4%
COc1cccc(NC(=O)CSC2=Nc3ccccc3N=C(c3ccc(F)cc3)C2)c1,4%,0%,4%,?,-18%,2%,0%

# The list is partial. The share of hits here may be higher or lower than overall.
